# High-throughput results from PubChem.
# Tau fluor cs: counter-screen for tau fibril formation inhibitors | tau K18 P301L Alexa594 fluorescence, heparin fibrillization | Potency, µM (series often up to 57.7 µM), without a hit: top-dose activity change, negative = decrease | actives 0.93% (n = 280,000) | AID 1463; also: % is scaled to controls: 0 for no effect and ±100 for the full control effect; nearly all actives have a fitted effect of over 55% in size
#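 Human K18 P301L tau (15 uM unlabeled plus 0.24 uM Alexa 594-labeled, final) in 100 mM sodium acetate pH 7 was mixed with compound and 20 uM heparin and incubated 6 hr at 37 C.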
# Tau FP inhib: inhibitors of human tau fibril formation. P10636. K18 P301L tau heparin fibrillization, Alexa594 FP, 6 h. Potency, µM (series often up to 57.7 µM), for the others: top-dose activity, negative = inhibition, usual class: inhibitors. actives 0.39% (n = 280,000); also: % is scaled to controls: 0 for no effect and ±100 for the full control effect; nearly all actives have a fitted effect of over 55% in size
#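 Recombinant K18 P301L […], labeled with Alexa 594 at 0.24 uM over 15 uM unlabeled; heparin inducer 20 uM final; 37 C, 6 hr; FP endpoint.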
# TR SRC2 fluor cs: counter-screen for TRb-SRC2 inhibitors: fluorescence interference | actives 0.29% (n = 280,000) | TRb/SRC2 Texas Red total fluorescence interference | Potency, µM (doses to about 106 µM), for inactives: at the top dose fluorescence change, negative = quenching | AID 1479; active = well fitted curve in either direction with a large enough effect; inconclusive = small, poorly fitted or top-dose-only effect; also: % is scaled to controls: 0 for no effect and ±100 for the full control effect
#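 Flags fluorescent or light-absorbing compounds by total fluorescence, S + 2P, at 555 nm excitation and 632 nm emission. Mixture: 20 nM Texas Red SRC2 peptide, 0.6 uM human TRb LBD, 1 uM T3, 5% DMSO; compound exposure 5 h at ambient temperature.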
# TRb-SRC2 inh: TRbeta-SRC2 interaction inhibition. P10828. TRbeta-SRC2 peptide binding, fluorescence polarization; receptor liganded with 1 µM T3. Potency, µM (highest dose often 106 µM), inactives show at the highest dose activity change, negative = inhibition, actives largely listed as inhibitors. actives 0.065% (n = 280,000). AID 1469;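 also: plate controls were bound peptide for no effect and peptide without receptor for full effect; nearly all actives have a fitted effect of over 50% in size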
# Target sequence (P10828 whole entry, looked up): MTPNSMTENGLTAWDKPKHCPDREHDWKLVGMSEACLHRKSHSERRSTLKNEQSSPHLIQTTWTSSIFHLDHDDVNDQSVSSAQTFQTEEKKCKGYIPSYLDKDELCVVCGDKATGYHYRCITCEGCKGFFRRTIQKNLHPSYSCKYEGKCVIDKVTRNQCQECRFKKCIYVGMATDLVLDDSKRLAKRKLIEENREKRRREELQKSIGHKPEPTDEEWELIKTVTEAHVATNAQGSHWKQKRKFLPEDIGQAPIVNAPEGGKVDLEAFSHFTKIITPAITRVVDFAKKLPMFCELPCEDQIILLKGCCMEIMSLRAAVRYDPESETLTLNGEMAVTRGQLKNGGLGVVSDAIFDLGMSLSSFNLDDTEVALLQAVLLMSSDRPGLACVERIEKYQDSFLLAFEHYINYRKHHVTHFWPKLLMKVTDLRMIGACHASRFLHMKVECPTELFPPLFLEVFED
#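 A fluorescence polarization screen tested compounds at multiple concentrations against complex formation between 0.6 uM TRb ligand-binding domain and 20 nM Texas Red SRC2 peptide, with 1 uM T3 present; readout after 5 hr.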
# HTT cytoprotect: protects HTT-Q103 PC12 cells, measured by ATP; PC12 HTT-Q103 induced, cytoprotection, ATP luminescence, 40 h; AID 1471; Potency, µM (top dose mostly 56.4 µM), for inactives: cytoprotection (ATP increase), most hits filed as activators; actives 0.14% (n = 230,000);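 also: % of control where 0% means no effect; nearly all actives have a fitted effect of over 45% in size; toxic huntingtin expression switched on by the ecdysone agonist tebufenozide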
#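 PC12 cells with ecdysone-inducible HTT exon 1 Q103-GFP, induced with 100 nM tebufenozide and co-treated with library compounds in a dose series (1536-well, 1500 cells/well). Cytoprotection read as ATP content by ATPlite luminescence.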
# L3MBTL1 block: blocks human L3MBTL1 | AlphaScreen L3MBTL1–H3K9me1 peptide binding | Potency, µM (top dose mostly 57.1 µM), without a hit: top-dose activity, negative = inhibition, usual class: inhibitors | actives 0.66% (n = 230,000); also: % is scaled to controls: 0 for no effect and ±100 for the full control effect; nearly all actives have a fitted effect of over 60% in size
#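 Displacement of a biotinylated histone H3(1-15) peptide monomethylated at Lys9 (75 nM) from L3MBTL1 (50 nM) was measured by AlphaScreen after a 30 min room-temperature compound incubation; cefsulodin titration served as intraplate control.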
# RECQ1 inh: inhibitors of human RECQ1 DNA helicase; Potency, µM (series often up to 57.3 µM), for inactives: at the highest dose activity, negative = inhibition, usual class: inhibitors; P46063; actives 0.54% (n = 240,000); AID 2549; RECQ1 DNA unwinding, red fluorescence kinetic read;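 also: plate controls were vehicle for no effect and no enzyme for full effect; nearly all actives have a fitted effect of over 30% in size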
# Target sequence (P46063 whole entry, looked up): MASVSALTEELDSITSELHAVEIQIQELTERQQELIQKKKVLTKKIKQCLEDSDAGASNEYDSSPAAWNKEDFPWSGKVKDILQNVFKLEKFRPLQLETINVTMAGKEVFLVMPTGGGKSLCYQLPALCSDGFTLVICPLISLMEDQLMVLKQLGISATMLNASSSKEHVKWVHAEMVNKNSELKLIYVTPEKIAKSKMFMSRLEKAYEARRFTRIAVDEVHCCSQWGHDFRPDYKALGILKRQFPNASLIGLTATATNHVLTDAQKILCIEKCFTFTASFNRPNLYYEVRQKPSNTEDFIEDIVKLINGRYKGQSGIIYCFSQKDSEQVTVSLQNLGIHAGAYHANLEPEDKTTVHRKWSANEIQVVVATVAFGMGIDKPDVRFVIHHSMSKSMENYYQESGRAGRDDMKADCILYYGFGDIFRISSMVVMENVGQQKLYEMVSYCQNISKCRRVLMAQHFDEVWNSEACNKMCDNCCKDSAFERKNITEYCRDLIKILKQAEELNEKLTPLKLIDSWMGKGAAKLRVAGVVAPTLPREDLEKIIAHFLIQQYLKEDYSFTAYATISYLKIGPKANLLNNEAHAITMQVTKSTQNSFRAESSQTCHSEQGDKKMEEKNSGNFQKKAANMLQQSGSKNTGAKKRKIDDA
#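 50 nM RECQ1T1 preincubated 15 min with compound in Tris pH 8.0 buffer with MgCl2, DTT, Tween-20 and 2.5 ug/ml poly(dI-dC); started with 200 nM TAMRA/BHQ-2 forked duplex and 2 mM ATP. Unwinding read as fluorescence (525/598 nm), two reads 2 h apart.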
# Tau ThT inhib: inhibitors of human tau fibril formation, thioflavin T binding | P10636 | Potency, µM (titrated, usually from 57.4 µM), inactives show at the top dose activity, negative = inhibition, hits mostly inhibitors | actives 2.1% (n = 270,000) | recombinant tau K18 P301L (four-repeat tau fragment), heparin-induced fibrillization, ThT fluorescence; also: % is scaled to controls: 0 for no effect and ±100 for the full control effect; nearly all actives have a fitted effect of over 55% in size
#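 Tau K18 P301L fragment (15 uM unlabeled plus 0.24 uM Alexa 594-labeled) in 100 mM sodium acetate pH 7 with compound, fibrillization induced by 20 uM heparin for 6 hr at 37 C. Thioflavin T (30 uM) added, fluorescence read after 1 hr (ex 450, em 510 nm).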
# Numbers without * were called inactive; i = inactive; ? = inconclusive; / = no result given; [ ] = dose if it differs, or a comment. Unless noted, calls follow the shape of the dose curve; as a rule, active = well fitted curve in the direction sought with a large enough effect; inconclusive = small, poorly fitted or top-dose-only effect, or another doubt; inactive = no such curve, though single readings can be large; an effect the other way counts as inactive or inconclusive. Potency is read from the fitted curve at half-maximal effect. An excerpt; the hit share may differ from the screen's.
# Results follow in this order: Tau fluor cs, Tau FP inhib, TR SRC2 fluor cs, TRb-SRC2 inh, HTT cytoprotect, L3MBTL1 block, RECQ1 inh, Tau ThT inhib
1. CC(=O)Nc1ccc(/C=N/OCC(=O)Nc2ccc(C)cc2)cc1
  5.5%, -0.2%, -1.6%, -10.1%, /, -1.5%, -5.5%, -1.5%
2. COc1ccc(CCNC(=O)CSc2nc(-c3ccco3)cc(C(F)(F)F)n2)cc1OC
  -6.6%, 3.1%, -2.0%, -17.0%, 12.0%[10 µM], /, -1.6%, -4.3%
3. COc1ccc(OCc2nn3c(-c4ccco4)nnc3s2)cc1
  -1.6%, -2.5%, -1.7%, -9.2%, -12.4%[0.074 µM], -13.7%, -4.5%, ?
4. COc1ccc(C(=O)N(CCCO)C(C)C(=O)NC2CCCCC2)cc1OC (stereo unspecified)
  2.4%, 1.8%, -5.4%, -3.3%, -3.6%, -0.2%, i, 3.0%
5. COc1ccc(C(=S)N2CCC(C(N)=O)CC2)cc1Br
  -0.8%, -2.7%, -3.0%, 7.0%, -24.7%, -0.5%, i, -0.5%
6. Cc1cccc(N2CCN(C(c3ccccc3)c3nnnn3CC3CCCO3)CC2)c1C (stereo unspecified)
  -8.2%, 4.8%, -4.9%, -1.5%, 15.2%, -5.1%, -6.8%, -11.4%
7. CC(C)C(c1nnnn1Cc1ccc2c(c1)OCO2)N1CCN(c2ccccc2)CC1 (stereo unspecified)
  -6.5%, -1.7%, 1.8%, 0.6%, -2.8%, 0.0%, -4.5%, -0.5%
8. O=c1nc2n(Cc3ccccc3)c3ccccc3cc-2c(=O)[nH]1
  -1.4%, -0.5%, -0.8%, 2.8%, -34.1%[10 µM], 3.3%, i, -2.7%
9. CCOc1cccc(-c2nnc3sc(-c4ccco4)nn23)c1
  -2.5%, -0.5%, 1.9%, -13.2%, -15.2%, 0.1%, i, -10.9%
10. CCOc1ccc(NC(=O)c2cc(S(=O)(=O)NC3CCCC3)ccc2F)cc1
  -5.5%, -5.5%, -2.0%, 2.5%, /, /, /, 2.7%
11. CC1(C(O)(C#CC[N+]2(C)CCCCC2)c2ccccc2)CCCC1 (stereo unspecified)
  7.0%, -2.0%, 0.4%, 5.0%, 37.7%[10 µM], -7.8%, i, 1.0%
12. Cc1ccc(N2NC(=O)/C(=C\c3cc4c(cc3[N+](=O)[O-])OCO4)C2=O)cc1C
  ?, ?, -3.3%, -3.6%, /, -15.3%, -18.8%, 14.1µM*
13. CCOc1cc(C(=O)Nc2ccncc2)cc(OCC)c1OCC
  15.3%, 4.7%, -12.4%, -5.3%, -16.4%[10 µM], 15.9%, i, 10.9%
14. CCCC(=O)Nc1ccc(C(=O)NNC(=O)c2ccccc2Br)cc1
  -9.2%, -4.9%, -3.8%, -10.6%, 5.6%, 2.3%, -3.2%, ?
15. COC(=O)c1ccc(/C=C/C(=O)c2ccc(OC)c(OC)c2)cc1
  -7.1%, -1.2%, -0.5%, 4.2%, -35.4%, -5.9%, -18.7%, ?
16. O=C(NCCCn1ccnc1)C(=O)c1c[nH]c2ccccc12
  -0.5%, 5.0%, -2.4%, 5.4%, /, -11.5%, i, 0.7%
17. CCOC(=O)c1ccc(NC(=O)CC(=O)Nc2ccc3nc4n(c(=O)c3c2)CCCCC4)cc1
  -11.7%, -10.1%, -1.5%, 11.1%, /, /, /, -7.2%
18. CCS(=O)(=O)N1CCC(n2c(C(F)(F)F)nc3cccnc32)CC1
  -2.0%, -3.9%, -0.2%, 0.2%, /, /, /, 1.4%
19. COc1cccc(Nc2cc(-c3ccccc3)nc(C)n2)c1
  28.2µM*[quencher], -9.1%, -2.0%, -3.6%, /, /, /, ?
20. Cc1c(Cl)cccc1NC(=O)CSc1nc(=O)n(CCN2CCOCC2)c2c1CCC2
  -0.9%, -10.1%, 0.0%, -8.1%, /, /, /, -1.1%

# Record cards, from the list above. Order of screens: Tau fluor cs	Tau FP inhib	TR SRC2 fluor cs	TRb-SRC2 inh	HTT cytoprotect	L3MBTL1 block	RECQ1 inh	Tau ThT inhib
# COc1ccc(C(=O)N(CCCO)C(C)C(=O)NC2CCCCC2)cc1OC (stereo unspecified) across the screens: 2.4%	1.8%	-5.4%	-3.3%	-3.6%	-0.2%	i	3.0%
# CC(C)C(c1nnnn1Cc1ccc2c(c1)OCO2)N1CCN(c2ccccc2)CC1 (stereo unspecified) across the screens: -6.5%	-1.7%	1.8%	0.6%	-2.8%	0.0%	-4.5%	-0.5%

# Of the compounds above, two contain an NH in an aromatic ring.
# Results follow in this order: Tau fluor cs, Tau FP inhib, TR SRC2 fluor cs, TRb-SRC2 inh, HTT cytoprotect, L3MBTL1 block, RECQ1 inh, Tau ThT inhib
8. O=c1nc2n(Cc3ccccc3)c3ccccc3cc-2c(=O)[nH]1
  -1.4%, -0.5%, -0.8%, 2.8%, -34.1%[10 µM], 3.3%, i, -2.7%
16. O=C(NCCCn1ccnc1)C(=O)c1c[nH]c2ccccc12
  -0.5%, 5.0%, -2.4%, 5.4%, /, -11.5%, i, 0.7%

# Other records:
# Results follow in this order: Tau fluor cs, Tau FP inhib, TR SRC2 fluor cs, TRb-SRC2 inh, HTT cytoprotect, L3MBTL1 block, RECQ1 inh, Tau ThT inhib
21. c1ccn(-c2ncnc3sc4c(c23)CCCC4)c1
  -1.3%, 9.1%, 2.3%, 2.9%, 9.8%[10 µM], 3.8%, -10.9%, -12.0%
22. COc1ccc2[nH]cc(CCNC(=O)c3cnn(-c4ccccc4Cl)c3C3CCN(C(=O)OC(C)(C)C)CC3)c2c1
  ?, ?, -10.6%, 4.8%, /, /, /, ?
23. COc1cccc(/C=N/NC(N)=S)c1OS(=O)(=O)c1ccccc1
  -6.5%, -12.4%, -2.1%, 3.3%, 12.5%[1.9 µM], 6.9%, -1.6%, -4.7%
24. Cc1ccc(CCNC(=O)Cn2nc(-c3ccc(C)cc3)ccc2=O)cc1
  -11.1%, 7.0%, -3.6%, 5.9%, /, /, /, -16.4%
25. Cc1ccc(-n2c(SCC(=O)NC3CCS(=O)(=O)C3)nc3ccccc3c2=O)cc1 (stereo unspecified)
  2.9%, 4.4%, 0.9%, -3.8%, -5.4%, 4.7%, -14.5%, 3.8%
26. COCCCNC(=O)c1ccc2c(=O)n(CC3CCCO3)c(=S)[nH]c2c1 (stereo unspecified)
  -5.2%, 4.0%, -2.2%, -7.0%, -11.3%, -13.0%, -5.2%, -3.0%
27. CC1CCCN(S(=O)(=O)c2ccc(NC(=O)c3cccc(-n4cnnn4)c3)cc2)C1 (stereo unspecified)
  ?, ?, -4.5%, -0.7%, -16.8%[10 µM], /, -6.8%, 12.0%
28. Cc1cc(NC(=O)c2cc(-c3ccc(C)c(C)c3)nc3ccccc23)no1
  -29.1%, -2.7%, -2.2%, -5.7%, /, -4.3%, i, -13.4%
29. CS(=O)(=O)c1ccc2nc(NC(=O)c3ccc(=O)[nH]c3)sc2c1
  -17.6%, -9.7%, -0.1%, 0.2%, -22.0%[10 µM], /, i, -24.4%
30. CC(=O)C1=C(C)NC(=S)NC1c1cccc([N+](=O)[O-])c1 (stereo unspecified)
  8.0%, 15.7%, -0.7%, -1.1%, 2.2%, ?, i, 3.2%
31. COc1ccc(CNCCC2(C(C)C)CCOC(C)(C)C2)cc1 (stereo unspecified)
  -6.0%, 6.7%, -2.7%, -3.0%, -1.0%[10 µM], /, -6.8%, -6.9%
32. COc1cccc(CN2CCSCC2)c1
  -6.4%, -2.5%, -2.1%, -5.0%, 0.4%, /, -9.6%, -9.1%
33. C/C=C(/C)C(=O)Nc1cccc(C2=NOC3(C2)C[C@@H](C(N)=O)N(C(=O)CC)C3)c1 (stereo partly specified)
  3.9%, 2.1%, 0.1%, 2.9%, -6.5%[10 µM], /, i, 2.7%
34. CC1(CCc2ccccc2)NC(=O)N(CC(=O)Nc2ccc(S(N)(=O)=O)cc2)C1=O (stereo unspecified)
  -2.7%, -8.3%, 3.2%, -0.2%, -3.5%, -8.9%, 0.7%, -4.5%
35. Cc1ccc2c3c(cccc13)-c1ccccc1C2=O
  -26.9%, -2.3%, 3.4%, 0.8%, -1.5%[10 µM], 14.7%, -8.9%, ?
36. COc1ccc(NC(=O)CN(C)S(=O)(=O)c2ccc3nc(C)sc3c2)cc1Cl
  -15.5%, -8.4%, -3.6%, 7.1%, /, /, /, -0.5%
37. O=C(c1nn(Cc2ccccc2)c(=O)c2ccccc12)N1CCN(C/C=C/c2ccccc2)CC1
  -1.1%, ?, -1.1%, 0.1%, -67.1%[inhibitor], -5.4%, -0.5%, -16.0%
38. COc1ccc(C(=O)NCCNC(C)=O)cc1S(=O)(=O)NCc1ccc(Cl)cc1
  0.1%, -1.8%, -6.1%, -4.0%, -10.6%, /, i, -0.1%
39. O=C1C(Oc2ccccc2)C(c2ccc3c(c2)OCO3)N1CCc1ccc(F)cc1 (stereo unspecified)
  -2.3%, 2.5%, 11.5%, -6.3%, -13.4%[10 µM], 5.2%, -4.1%, -3.6%
40. O=C(Nc1sc2c(c1C(=O)NCc1ccco1)CCCC2)c1ccc2c(c1)OCO2
  -25.0%, 0.0%, -1.6%, -0.1%, -2.2%, ?, -2.0%, -20.2%
41. COCCNC(=S)N1CCC(c2nc(-c3ccc(N(C)C)cc3)no2)CC1
  4.3%, -2.7%, -0.3%, 1.3%, 11.2%[10 µM], ?, 13.9%, 5.8%

# Laid out differently: entries from further up.
(31) COc1ccc(CNCCC2(C(C)C)CCOC(C)(C)C2)cc1 (stereo unspecified)
(32) COc1cccc(CN2CCSCC2)c1
screen / no.,31,32
Tau fluor cs,-6.0%,-6.4%
Tau FP inhib,6.7%,-2.5%
TR SRC2 fluor cs,-2.7%,-2.1%
TRb-SRC2 inh,-3.0%,-5.0%
HTT cytoprotect,-1.0%[10 µM],0.4%
L3MBTL1 block,/,/
RECQ1 inh,-6.8%,-9.6%
Tau ThT inhib,-6.9%,-9.1%
